ABCG2 block – inhibitors of human ABCG2 transporter, ABCB1 counter-screen. IgMXP3 cells, JC-1 efflux, flow cytometry. Q9UNQ0. hit rate 0.1% among 190,000. inhibition, % at 6.6 µM. AID 1325;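 active means inhibition above 80%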;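 further: 0% = DMSO and 100% = nicardipine control wells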
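material = IgMXP3 (ABCG2) plus far-red-tagged CCRF-Adr (ABCB1) cells | amount = 3 million cells/mL, equal mix of both lines | also added = JC-1 transporter substrate | dosing = one concentration, 6.6 µM final | schedule = 10 min at 25 °C | measured by = flow cytometric JC-1 green MFI at 530 nm | read-out basis = percent efflux inhibition, scaled nicardipine 100% to DMSO 0%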
GSH fluor – compound fluoresces at 488/530 nm on GSH beads; GSH beads flow cytometry, compound fluorescence 488/530 nm; hits give high values; fluorescence (KMESF) at 10 µM; hit rate 0.25% among 190,000; in the data active means fluorescence above about 89;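 further: glutathione beads carrying GST-tagged Bcl family fusion proteins plus one bare bead set; values are compound well signal with DMSO vehicle wells as background; inactives centre near 16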
Rac1 wt modul – modulators of human Rac1 wildtype GTP binding; P63000; GST-Rac1 beads, fluorescent GTP binding, flow cytometry; actives lie on both sides; 0 = cold GTP competed, 100 = untreated; GTP binding activity (% of control), % at 10 µM; hit rate 0.27% among 190,000; AID 757;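 active means GTP binding activity at least 20 points away from the 100% control level, either lower or higher; inconclusive means compound flagged as likely green fluorescent, judged across all proteins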
ABCB1 block – inhibitors of human ABCB1 transporter, ABCG2 counter-screen | CCRF-Adr cells, JC-1 efflux, flow cytometry | P08183 | hit rate 0.067% among 190,000 | inhibition, % at 6.6 µM; in the data active means inhibition above about 40%;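 further: 0% = vehicle and 100% = reference inhibitor; higher value means more JC-1 retained so stronger ABCB1 efflux block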
Target sequence (P08183 whole entry, looked up): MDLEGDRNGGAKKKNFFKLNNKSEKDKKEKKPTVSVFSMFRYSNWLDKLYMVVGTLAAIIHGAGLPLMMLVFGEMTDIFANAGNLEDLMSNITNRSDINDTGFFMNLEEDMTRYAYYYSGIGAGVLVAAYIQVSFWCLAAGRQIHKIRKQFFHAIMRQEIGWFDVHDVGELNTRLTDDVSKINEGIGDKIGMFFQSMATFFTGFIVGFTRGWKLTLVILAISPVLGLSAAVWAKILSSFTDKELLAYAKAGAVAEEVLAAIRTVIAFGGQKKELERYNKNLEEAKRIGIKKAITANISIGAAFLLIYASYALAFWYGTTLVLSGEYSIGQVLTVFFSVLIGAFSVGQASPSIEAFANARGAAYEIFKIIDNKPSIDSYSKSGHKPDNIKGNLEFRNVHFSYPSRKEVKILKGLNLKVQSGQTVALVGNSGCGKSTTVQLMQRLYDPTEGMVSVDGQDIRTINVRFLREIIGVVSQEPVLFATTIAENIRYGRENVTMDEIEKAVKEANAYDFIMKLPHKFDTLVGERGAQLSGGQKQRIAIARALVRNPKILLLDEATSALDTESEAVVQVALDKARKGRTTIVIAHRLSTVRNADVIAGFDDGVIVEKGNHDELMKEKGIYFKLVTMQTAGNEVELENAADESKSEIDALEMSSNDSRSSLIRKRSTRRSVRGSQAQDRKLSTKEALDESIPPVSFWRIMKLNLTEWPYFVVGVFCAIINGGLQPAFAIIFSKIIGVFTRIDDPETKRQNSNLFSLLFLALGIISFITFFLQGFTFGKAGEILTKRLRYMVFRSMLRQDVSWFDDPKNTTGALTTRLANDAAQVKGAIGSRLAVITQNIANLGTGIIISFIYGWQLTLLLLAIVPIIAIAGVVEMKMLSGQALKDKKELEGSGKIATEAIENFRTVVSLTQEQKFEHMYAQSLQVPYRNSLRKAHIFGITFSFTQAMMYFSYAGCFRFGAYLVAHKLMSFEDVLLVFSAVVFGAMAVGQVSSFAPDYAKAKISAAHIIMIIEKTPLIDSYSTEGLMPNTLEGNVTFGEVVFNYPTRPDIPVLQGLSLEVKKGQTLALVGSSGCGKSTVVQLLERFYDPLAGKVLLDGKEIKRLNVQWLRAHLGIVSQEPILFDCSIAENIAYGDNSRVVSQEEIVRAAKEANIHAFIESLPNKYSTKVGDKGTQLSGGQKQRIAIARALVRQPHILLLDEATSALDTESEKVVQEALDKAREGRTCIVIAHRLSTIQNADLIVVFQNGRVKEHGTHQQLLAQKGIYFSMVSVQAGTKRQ
Avidin bead fluor – avidin bead compound fluorescence profile; Avidin beads, compound fluorescence 488/530 nm, flow cytometry; hits give high values; fluorescence (KMESF) at 10 µM; hit rate 0.38% among 220,000; AID 1775; in the data active means fluorescence above about 47; further: inactives centre near 10
Rac1 act GTP bind – human Rac1 activated mutant GTP binding change; P63000; GST-Rac1 activated beads, fluorescent GTP binding, flow cytometry; actives lie on both sides; 100% means binding = to untreated wells; percent activity (GTP binding), % at 10 µM; hit rate 0.11% among 190,000; AID 764;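 active means GTP binding at least 20 percentage points away from the 100% baseline, in either direction, so actives lie on both sides; inconclusive means Compound likely fluorescent itself, or too few beads counted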
Cdc42 wt GTP – human Cdc42 wildtype GTP binding change, either direction | P60953 | GST-Cdc42 beads, Bodipy-GTP binding, flow cytometry; actives lie on both sides | percent activity (GTP binding), % at 10 µM | hit rate 0.2% among 190,000 | AID 761;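 active means percent activity GTP binding at least 20 points away from the 100% baseline, either down as inhibitor or up as activator; inconclusive means compound flagged as likely green fluorescent from well-wide comparison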;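 further: median bead fluorescence of bound Bodipy-FL-GTP at 100 nM; 0% = excess unlabeled GTP control and 100% = no compound control; below 100% means less GTP binding so inhibitor and above means activator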
HRas wt GTP – human HRas wildtype GTP binding, change in either direction | GST-Ras wt beads, Bodipy-FL-GTP binding, flow cytometry; actives lie on both sides | GTP binding activity, % at 10 µM | hit rate 0.14% among 190,000 | P01112;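 active means GTP binding activity at least 20% away from the 100% baseline, either lowered as inhibitor or raised as activator; inconclusive means flagged as likely green fluorescent, judged across all proteins in the well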;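 further: 0% = unlabeled GTP competition control and 100% = no-compound control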
Pf gametocyte – inhibitors of late stage P. falciparum gametocyte viability | P. falciparum stage V gametocytes, ATP luminescence, 24 h | inhibition, % at 10.9 µM | hit rate 0.065% among 150,000;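 active means inhibition above the mean plus 3 SD of compounds within the control limits, set per campaign, cut at about 38% in these data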;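 further: 0% = DMSO wells and 100% = medium only without gametocytes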
Rab2 wt GTP – changes GTP binding to wildtype dog Rab2A, up or down. P61105. GST-Rab2 wt beads, Bodipy-GTP binding, flow cytometry. GTP binding activity, % at 10 µM. hit rate 0.19% among 190,000. AID 760;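 active means GTP binding activity at least 20 points away from 100%, either lowered or raised; inconclusive means signal likely due to the compound's own green fluorescence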;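 further: 0% = beads with excess unlabeled GTP and 100% = no-compound control corrected for plate trend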
Rab7 wt modul – dog Rab7 wildtype GTP binding, inhibitors and activators. GST-Rab7 beads, fluorescent GTP binding, flow cytometry; actives lie on both sides; untreated = 100%, excess cold GTP = 0%. GTP binding activity (percent of control), % at 10 µM. hit rate 0.055% among 190,000. AID 758;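 active means fluorescent GTP binding to Rab7 beads changed by at least 20 points from the 100% baseline, either direction, mostly lower; inconclusive means compound itself probably fluorescent, or too few beads counted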;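 further: median green fluorescence of bound Bodipy-FL-GTP per Rab7 bead population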
* marks the source's active call; other numbers are inactive results; ? = inconclusive; nt = not tested or not shown.

SMILES,HRas wt GTP,Rac1 wt modul,Cdc42 wt GTP,Rab2 wt GTP,Pf gametocyte,Rac1 act GTP bind,ABCB1 block,GSH fluor,Rab7 wt modul,Avidin bead fluor,ABCG2 block
Cc1nc2c(-c3ccccc3)c[nH]n2c(=O)c1Cc1ccccc1,92,92,93,90,10,94,0.0,65,93,16,2
COc1cccc2[nH]c3c(N4CCN(Cc5ccc6c(c5)OCO6)CC4)ncnc3c12,101,102,101,100,-19,100,1.0,11,103,14,14
O=C(NCc1nnc(SCC(=O)N2CCCC2)o1)c1ccccc1F,102,99,103,102,nt,101,1.0,17,97,8,4
CCOc1ccc(-n2nc(C(=O)N3CCN(CC)CC3)c3ccccc3c2=O)cc1,98,101,99,95,nt,97,0.4,18,94,6,1
CCOC(=O)c1c(C)[nH]c(C(=O)COC(=O)CNC(=O)c2ccc(Cl)cc2Cl)c1C,99,101,100,98,14,100,0.6,10,98,15,18
Nc1ccc2oc(-c3cccc4ccccc34)nc2c1,97,100,97,100,nt,96,-0.7,25,97,6,1
Cn1c(=O)c2c(-c3ccc(C(C)(C)C)cc3)n(N3CCOCC3)cc2n(C)c1=O,104,106,99,103,nt,100,1.7,36,102,7,12
COc1cccc(/C=C2\N=C(C3CCCCC3)OC2=O)c1OC,96,95,98,99,nt,95,3.1,10,97,2,6
CCCc1cc(C(=O)NCc2ccc(OC)cc2)no1,101,102,103,101,nt,100,0.4,24,100,7,1
Cc1ccc(-n2c(=O)c(C#N)cc3c(=O)n4cccc(C)c4nc32)cc1,101,104,103,101,5,100,0.9,18,104,12,2
Cc1ccc(C(=O)NCCc2ccc(S(N)(=O)=O)cc2)cc1[N+](=O)[O-],100,104,102,102,-17,96,-0.2,8,106,14,4
CCc1ccccc1N1CC(C(=O)O)CC1=O (stereo not drawn),97,97,97,97,-35,98,-0.1,12,99,8,-1
O=C(NCCc1ccccc1)C1CCCN(S(=O)(=O)c2cccs2)C1 (stereo not drawn),100,105,105,98,nt,100,0.2,14,99,23,0
CC1CCC2C(=O)N(c3cccc(OS(=O)(=O)c4ccccc4)c3)C(=O)C2C1 (stereo not drawn),97,102,99,99,-10,99,1.8,15,101,21,7
Cc1nc2ccccc2n1CC(O)COc1ccccc1Cl (stereo not drawn),94,96,93,93,-4,92,0.1,8,95,18,3
O=C(COc1ccccc1Cl)Nn1cnnc1,102,100,99,100,nt,98,0.7,24,99,11,3
CCCCNC(=O)CN(C1CCCCC1)S(C)(=O)=O,104,110,105,104,8,103,0.3,10,107,9,1
O=C(CSc1nnc(NC(=O)Cc2ccccc2)s1)NCC1CCCO1 (stereo not drawn),98,100,94,98,-40,92,0.7,19,109,6,5
Cc1cc(NC(=O)c2cc(C3CC3)on2)n(-c2ccccc2)n1,101,104,102,103,nt,99,0.7,19,100,6,3
O=C(Nc1ccc(-c2nc3ccccc3o2)cc1)c1cc(-n2cnnc2)ccc1Cl,98,100,101,99,3,99,0.3,15,102,nt,2
CN(C(=O)c1cccs1)c1ccccc1C(=O)O,98,96,97,95,11,97,0.5,56,97,10,6
COc1ccc(C2/C(=C(/O)c3ccc(C)cc3)C(=O)C(=O)N2C)cc1 (stereo not drawn),98,102,103,96,nt,97,1.0,38,97,11,6
C=CCc1ccc(OCCCCNC(C)CC)c(OC)c1 (stereo not drawn),102,105,106,101,-14,101,0.7,22,98,14,-1
COC(=O)c1cccc(NC(=O)C2COc3ccccc3O2)c1C (stereo not drawn),103,101,101,102,nt,98,-0.1,13,102,23,3
COc1cccc(NC(=O)C(c2ccccc2)N2CCNC(=O)C2)c1 (stereo not drawn),99,101,96,95,nt,99,1.3,16,97,11,4
Cc1cccc(C)c1NC(=O)CC1SC2=NCCN2C1=O (stereo not drawn),99,102,104,100,nt,100,-0.2,38,103,11,-2
Cc1ccc(-c2csc(/C(C#N)=C(\O)CCl)n2)cc1,97,95,94,96,-2,93,-1.0,9,100,23,-2
CC1(C(=O)NCCN2CCOCC2)C=CC2(CCCCC2)N1C(=O)c1ccccc1 (stereo not drawn),102,109,105,103,nt,101,0.6,18,101,9,-2
O=C(CSc1ccc2nnc(-c3cccnc3)n2n1)N1CCOCC1,99,104,104,99,nt,97,0.3,22,97,8,1
O=[N+]([O-])c1ccc(N2CCOCC2)cc1N1CCCCC1,94,96,92,93,9,94,0.6,14,95,13,9
COc1cccc(NC(=O)C23CCC(C)(C(=O)O2)C3(C)C)c1 (stereo not drawn),101,99,100,101,nt,98,0.1,21,104,11,0
COC(=O)C(NNc1ccc(F)cc1)(NC(=O)c1ccccc1)C(F)(F)F (stereo not drawn),101,102,103,99,-4,101,0.8,9,98,17,1
COc1ccc2c(C)cc(SCC(=O)N(C)C3CCS(=O)(=O)C3)nc2c1 (stereo not drawn),94,98,97,95,1,96,1.4,18,94,12,6
CC(C)c1ccc(C(=O)NC2=NCCS2)cc1,?,?,?,?,-2,?,0.9,10,?,4,19
CSc1sc(C(=O)O)c2c1C(=O)CCC2,101,104,102,97,10,100,0.2,4,98,7,3
CSCCC(NC(N)=O)C(=O)Nc1ccc(C)cc1 (stereo not drawn),100,100,99,100,-17,95,-1.4,17,105,11,0
CCOc1cc(N2CCOCC2)c(OCC)cc1NC(=O)c1ccc(NC(C)=O)cc1,101,100,97,100,-6,97,0.4,12,105,11,2
CN(C)c1c([N+](=O)[O-])ncn1C,98,98,99,96,-7,98,0.6,9,94,13,2
CCOC(=O)c1cc2sccc2n1CC(=O)N1CCN(C(=O)c2ccco2)CC1,101,99,101,103,nt,98,0.6,22,101,11,1
Cc1ccc(NC(=O)CN2C(=O)S/C(=C/c3ccc(-c4cc(C(=O)O)ccc4C)o3)C2=O)cc1C,93,95,96,93,-41,92,-0.6,25,93,4,-2
O=C(O)c1cccc(NC(=S)N/N=C/c2ccccc2OCc2ccc(Br)cc2)c1,97,94,89,93,-19,94,-4.4,11,98,7,-6
O=C(CSc1nnc(C2CC2)n1Cc1ccccc1)NCc1ccccc1,101,100,102,101,18,100,0.4,25,102,11,3
O=C(CNS(=O)(=O)c1ccc(Br)s1)Nc1ccc2c(c1)OCCO2,96,99,97,96,nt,97,-0.1,4,96,3,2
Cc1c(Cl)cccc1NC(=S)NC(=O)CCN1C(=O)c2ccccc2C1=O,103,102,100,99,nt,102,0.0,5,98,0,0
O=c1cc(Nc2cccc(Br)c2)[nH]c(=O)[nH]1,97,98,93,99,3,98,-0.1,12,103,20,0
CC1CCN(CCCOc2ccc(Br)cc2Cl)CC1,?,?,?,?,5,?,0.2,17,?,12,0
CC(C)CCn1c(N2CCc3ccccc3C2)nc2c1c(=O)[nH]c(=O)n2C,98,98,97,96,nt,95,1.7,12,101,8,11
O=[N+]([O-])c1cccc(CSc2nnc3ccccn23)c1,97,96,96,97,3,96,0.3,16,97,9,4
CC(C)Cc1nc2oc3c(NCc4cccnc4)ncnc3c2c2c1CCC2,98,98,100,95,-20,95,1.4,4,94,5,8
CC(C)C(=O)NC(=S)Nc1sc2c(c1C(N)=O)CCCC2,99,103,98,95,1,100,-0.9,7,98,3,-5
COc1ccc(OCC(=O)NCCc2ccc(S(N)(=O)=O)cc2)cc1,95,99,97,98,5,97,0.0,15,99,15,5
CCOC(=O)c1ccc(N2N=C(C)/C(=C/C=C/c3ccco3)C2=O)cc1,97,98,93,95,-22,95,-0.4,15,95,5,-1
Cc1ccc(/C=N/NC(=O)C(C)NC(=O)c2ccccc2)cc1 (stereo not drawn),100,94,93,99,-2,92,1.5,12,98,7,6
O=C1CC(c2ccc(F)cc2)CC(O)=C1C1NCCc2ccccc21 (stereo not drawn),97,95,95,92,nt,95,-0.7,36,97,14,-5
COCCOCCn1c(CCCO)nc2ccccc21,101,106,100,102,3,99,0.4,35,106,14,0
Cc1ccc2nc(N=C(N)N)nc(C)c2c1,91,89,89,91,nt,91,-0.3,11,98,9,0
CC[N+](C)(CC)CC(O)COCC1COc2ccccc2O1 (stereo not drawn),99,100,105,97,2,100,0.7,12,95,11,2
O=C(O)C1CC(=O)N(CCc2c[nH]c3ccccc23)C1 (stereo not drawn),98,97,97,98,23,97,-0.1,7,99,17,0
Cc1ccccc1NC(=O)c1cccc(NC(=O)CCC(=O)O)c1,100,98,100,99,nt,97,0.9,13,105,22,2
O=C(c1cc2ccccc2[nH]1)N1CCOCC1,100,103,100,100,-6,98,0.2,10,100,3,1

(listing goes on)
SMILES,HRas wt GTP,Rac1 wt modul,Cdc42 wt GTP,Rab2 wt GTP,Pf gametocyte,Rac1 act GTP bind,ABCB1 block,GSH fluor,Rab7 wt modul,Avidin bead fluor,ABCG2 block
CCC(C(=O)c1ccc(O)cc1)c1ccccc1 (stereo not drawn),99,101,99,96,nt,101,0.6,74,93,11,3
CCOc1cc2[nH]c(=O)n(Cc3ccc(C(=O)NCCCN4CCC(C)CC4)cc3)c(=O)c2cc1OCC,94,96,93,96,9,96,0.1,9,96,5,-2
O=C(CSc1ccc(F)cc1)N1CCC(c2nc3ccccc3s2)CC1,102,103,104,103,nt,101,0.9,21,98,34,2
O=C(CNC(=S)NC(=O)c1ccc(Br)o1)c1ccccc1,103,106,105,104,11,101,-0.3,11,104,2,-1
COC(=O)c1ccc(NC(=O)CC2C(=O)N(c3ccc(C)cc3)C(=O)N2CC(C)C)cc1 (stereo not drawn),102,108,103,102,-27,102,0.9,22,97,27,23
O=C(N/N=C/c1cccc([N+](=O)[O-])c1)c1cc(-c2ccc3c4c(cccc24)CC3)n[nH]1,98,98,99,96,-9,96,-1.4,7,98,10,-12
CCOC(=O)C1=C(c2ccccc2)OC(N)=C(C#N)C1c1ccc(Br)s1 (stereo not drawn),102,103,101,101,-2,100,-0.2,11,99,11,0
COc1cccc(-n2c(N)c(C#N)c3ccc([N+](=O)[O-])cc3c2=O)c1,98,105,104,98,5,94,1.2,11,99,11,13
Cc1ccc(NCC(=O)NNC2=NCCC2)c(C)c1,100,101,98,98,13,95,0.0,21,99,4,1
C=CCNC(=O)Cn1nc(-c2ccccc2)ccc1=O,103,106,105,104,2,99,0.1,47,105,7,0
